Compound activity from PubChem.
RGS12 GoLoco inh: RGS12 GoLoco-Gai1 interaction inhibition; 230,000 compounds, 0.44% hits; P63096; AID 880; Gai1:RGS12 GoLoco peptide FP, rhodamine, 10 min; Potency, µM (titrated, usually from 61.6 µM), without a hit: top-dose activity, negative = inhibition, most hits filed as inhibitors; active = well fitted inhibition curve with a large enough effect, not every such curve was filed as active; inactive = no such curve, though single readings can be large or run the other way; note: nearly all actives have a fitted effect of over 30% in size; many of its hits are not listed in these tables
GAA inhib: inhibitors of human lysosomal alpha-glucosidase; P10253; 200,000 compounds, 0.005% hits; Potency, µM (series often up to 76.9 µM), without a hit: top-dose activity change, negative = inhibition, hits mostly inhibitors; purified human GAA, 4-MU-alpha-glucoside fluorescence;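 note: plate controls were uninhibited enzyme wells for no effect and no-enzyme background for full effect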
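Read-out is 4-methylumbelliferone fluorescence (Ex 365/Em 440 nm) after NaOH/glycine stop at pH 10. Enzyme 4 nM, substrate 400 uM, pH 5.0 citrate buffer, 20 min room temperature; AC50 from Hill-equation concentration-response.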
RECQ1 inh: blocks DNA unwinding by human RECQ1 | 240,000 compounds, 0.54% hits | Potency, µM (titrated, usually from 57.3 µM), inactives show at the highest dose activity, negative = inhibition, most hits filed as inhibitors | P46063 | AID 2549 | RECQ1 DNA unwinding, red fluorescence kinetic read;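 note: plate controls were vehicle for no effect and no enzyme for full effect; nearly all actives have a fitted effect of over 30% in size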
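RECQ1T1 50 nM; forked duplex (20 bp + 30-nt ss tails) 200 nM, ATP 2 mM final; pH 8.0, 2 mM MgCl2, 2.5 ug/ml poly(dI-dC); 15 min compound preincubation; discontinuous kinetic read over 2 h at RT.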
TR SRC2 fluor cs: Texas Red fluorescence interference in TRb-SRC2 counter-screen. TRb/SRC2 Texas Red total fluorescence interference. Potency, µM (series often up to 106 µM), without a hit: at the top dose fluorescence change, negative = quenching. 280,000 compounds, 0.29% hits; active = well fitted curve in either direction with a large enough effect; inconclusive = small, poorly fitted or top-dose-only effect
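Flags fluorescent or light-absorbing compounds by total fluorescence, S + 2P, at 555 nm excitation and 632 nm emission. Mixture: 20 nM Texas Red SRC2 peptide, 0.6 uM human TRb LBD, 1 uM T3, 5% DMSO; compound exposure 5 h at ambient temperature.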
GAA glycogen mod: GAA glycogen-cleavage inhibition or activation; P10253; recombinant GAA, glycogen substrate, Amplex Red glucose oxidase fluorescence; Potency, µM (highest dose often 76.4 µM), without a hit: top-dose activity change, negative = inhibition, usual class: inhibitors; 300,000 compounds, 0.38% hits; AID 2100;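 note: 0% = full enzyme reaction and -100% = no-enzyme basal signal; the screen sought inhibitors and activators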
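Recombinant human enzyme (4 nM); glycogen substrate; 37 C, 40 min, pH 5.0. Readout: coupled glucose oxidase/Amplex Red fluorescence.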
TRb SRC2 PPI: TRbeta-SRC2 interaction inhibition; Potency, µM (titrated, usually from 106 µM), for the others: at the top dose activity change, negative = inhibition, most hits filed as inhibitors; P10828; 280,000 compounds, 0.065% hits; TRbeta-SRC2 peptide binding, fluorescence polarization; receptor liganded with 1 µM T3;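 note: plate controls were bound peptide for no effect and peptide without receptor for full effect; nearly all actives have a fitted effect of over 50% in size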
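Quantitative HTS by FP: 0.6 uM TRb LBD, 20 nM labeled SRC2 20-mer, 1 uM T3, 5% DMSO; 5 hr ambient incubation; % activity per concentration and potencies from concentration series.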
L3MBTL1 block: inhibitors of human L3MBTL1; AID 485360; 230,000 compounds, 0.66% hits; AlphaScreen L3MBTL1–H3K9me1 peptide binding; Potency, µM (series often up to 57.1 µM), for inactives: at the highest dose activity, negative = inhibition, actives largely listed as inhibitors; note: nearly all actives have a fitted effect of over 60% in size
Target sequence (Q9Y468 whole entry, looked up): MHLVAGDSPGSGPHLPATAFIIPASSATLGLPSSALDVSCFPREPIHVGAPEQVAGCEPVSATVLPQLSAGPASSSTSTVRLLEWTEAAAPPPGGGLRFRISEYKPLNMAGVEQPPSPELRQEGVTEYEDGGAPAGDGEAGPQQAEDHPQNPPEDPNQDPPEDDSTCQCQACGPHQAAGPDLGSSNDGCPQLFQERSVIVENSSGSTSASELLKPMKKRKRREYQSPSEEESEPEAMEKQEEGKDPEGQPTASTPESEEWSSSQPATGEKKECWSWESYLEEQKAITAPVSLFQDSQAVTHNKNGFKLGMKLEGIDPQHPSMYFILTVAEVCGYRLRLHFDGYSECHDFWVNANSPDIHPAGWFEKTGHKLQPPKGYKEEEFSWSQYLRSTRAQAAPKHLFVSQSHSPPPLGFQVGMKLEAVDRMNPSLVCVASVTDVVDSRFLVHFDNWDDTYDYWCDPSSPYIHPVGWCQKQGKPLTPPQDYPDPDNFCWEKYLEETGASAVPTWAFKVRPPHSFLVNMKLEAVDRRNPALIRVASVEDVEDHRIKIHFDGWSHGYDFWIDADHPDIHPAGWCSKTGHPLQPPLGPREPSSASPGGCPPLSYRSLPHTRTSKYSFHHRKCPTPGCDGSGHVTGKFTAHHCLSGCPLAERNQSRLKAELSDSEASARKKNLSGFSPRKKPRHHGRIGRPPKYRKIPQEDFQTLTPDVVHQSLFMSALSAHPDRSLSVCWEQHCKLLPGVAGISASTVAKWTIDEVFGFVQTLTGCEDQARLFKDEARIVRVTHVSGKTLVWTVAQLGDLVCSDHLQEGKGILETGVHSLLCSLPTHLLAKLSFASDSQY
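AlphaScreen proximity signal between nickel-chelate acceptor and streptavidin donor beads (final 10 ug/mL) reports binding of 50 nM L3MBTL1 to 75 nM biotin-H3 K9me1 peptide; complex incubated with compounds 30 min at room temperature; cefsulodin titration as control.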
GAA spleen mod: inhibits or activates alpha-glucosidase in human spleen homogenate. P10253. human spleen homogenate, 4-MU-alpha-glucoside fluorescence. Potency, µM (top dose mostly 79.9 µM), without a hit: at the highest dose activity change, negative = inhibition, actives largely listed as inhibitors. 240,000 compounds, 0.006% hits. AID 2112;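 note: 0% = enzyme with vehicle and -100% = no enzyme basal signal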
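AC50 values come from Hill-equation fits of concentration-response data, normalized to no-enzyme and full-activity controls. Enzyme source: 1 ug human spleen homogenate; 1 mM fluorogenic 4-MU glucoside, pH 5.0 citrate buffer, 37 C, 40 min.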
* hit, by the source's call; i = inactive; ? = inconclusive; . = not tested or not shown; & = joins results of further samples; [ ] = another dose, or the depositor's remark. Unless noted, calls come from the whole dose curve; as a rule, active = well fitted curve in the direction sought with a large enough effect; inconclusive = small, poorly fitted or top-dose-only effect, or another doubt; inactive = no such curve, though single readings can be large; an effect the other way counts as inactive or inconclusive. Unless noted, % is set by controls: 0 for no effect and ±100 for the full control effect; potency is the fitted concentration of half-maximal effect. Only part of the results is shown. The share of hits here may be higher or lower than overall.

SMILES | RGS12 GoLoco inh | GAA inhib | RECQ1 inh | TR SRC2 fluor cs | GAA glycogen mod | TRb SRC2 PPI | L3MBTL1 block | GAA spleen mod
O=C(Nc1ccc(N2CCCCC2)cc1)c1cccnc1 | 2% | -2% | -23% | -1% | -10% | -7% | . | -5%
COC(=O)c1cc(NC(=O)c2nccnc2C(=O)O)cc(C(=O)OC)c1 | -2% | ? | -5% | -1% | -19% | -13% | . | 12%
O=C(NCc1cccs1)C(=O)NCC(c1ccco1)N1CCN(c2ccccc2F)CC1 (stereo unspecified) | 6% | -13% | -5% | -1% | 5% | 8% | 11% | .
CCOC(=O)Cn1nc(C)c(NC(=O)CCc2ccc(OC)cc2)c1C | 7% | 14% | i | -5% | -12% | -8% | 4% | -8%
O=C(O)CC/C(=N/NC(=O)c1cccs1)c1ccccc1 | -8% | 0% | -4% | -3% | 7% | 8% | 5% | 1%
O=C(c1cccn2c(=O)c3ccccc3nc12)N1CCN(Cc2ccc3c(c2)OCO3)CC1 | 10% | 3% | 4% | -3% | 3% | 0% | 1% | 0%
CC1(C)CC(=O)C(C2c3ccccc3S(=O)(=O)c3ccccc32)C(=O)C1 | 3% | 6% | 18% | 1% | 7% | -5% | -5% | 1%
COc1cc2c(cc1OC)-c1cc3cc(OC)c(OC)cc3c(=O)n1CC2 | -1% | . | -19% | -13% | . | 3% | . | 28%
CC(=O)Nc1ccc(OCC(O)Cn2c(CO)nc3ccccc32)cc1 (stereo unspecified) | 5% | -2% | -2% | 0% | 3% | -10% | 12% | .
COc1ccc(C(=O)NCCc2cn3ccc(C)cc3n2)cc1 | 2% | 3% | i | 1% | -12% | 2% | -15% | -11%
CCNC(=O)NC(=O)C(C)On1nnc2ccc(S(=O)(=O)N(CC)CC)cc21 (stereo unspecified) | -5% | -2% | -4% | -34% | 10% | 2% | -6% | -8%
Cc1ccc(-c2nc(NC(=O)CSc3ncn[nH]3)ns2)cc1 | -10% | . | 16% | 0% | 5% | -2% | . | 4%
CC(=O)Nc1ccc(OCC(O)Cn2nc(C)nc2C)cc1 (stereo unspecified) | 6% | -3% | -1% | 0% | 7% | -7% | 4% | 3%
CCn1c(C)nc2cc(C(=O)N/N=C/c3ccc(OC)c(O)c3)ccc21 | 130%[activator] | 12% | -12% | -3% | 0% | 6% | -4% | -4%
Cc1cc(C)c2oc(C(=O)NCCc3ccc(S(N)(=O)=O)cc3)cc(=O)c2c1 | 2% | . | 1% | -1%&-28% | 1% | -4%&2% | . | 3%
COc1cccc(C2=NOC(C(=O)Nc3cccnc3Cl)C2)c1OC (stereo unspecified) | -1% | 0% | 3% | -2% | 2% | -8% | . | 7%
Cc1cc(Nc2cccc([N+](=O)[O-])c2)c2ccccc2n1 | 4% | 4% | i | 0% | 25% | 2% | -2% | -3%
Cc1cn(S(=O)(=O)c2cc(Br)ccc2Br)cn1 | 10% | 2% | 0% | -5% | -1% | -6% | 8% | 3%
CC1(C)S[C@@H]2[C@H](NC(=O)COc3ccccc3)C(=O)N2[C@H]1C(=O)O (tested in a mixture with another compound) | -6%[21.6 µM] | . | -1%[25.9 µM] | -9%[53 µM] | . | -4%[53 µM] | . | 9%[29.1 µM]
COc1ccc(Nc2ccc(N3C(=O)CCC3=O)cc2[N+](=O)[O-])cn1 | 10% | -11% | -11% | 1% | -1% | -3% | ? | 8%
CCn1cc(CNC(=O)/C=C/c2cnn(C)c2)c(C)n1 | -4% | 2% | i | 1% | -1% | 1% | 3% | 6%
COC(=O)c1c(C)oc(C)c1S(=O)(=O)N1CCOCC1 | 1% | -2% | i | -2% | 4% | -1% | 10% | 8%
CC(=O)Nc1ccc(NC(=O)C2CC(=O)Nc3nc4ccccc4n32)cc1 (stereo unspecified) | 2% | . | 10% | -1% | 3% | 3% | . | 2%
CN1CCN(c2ncnc3c2cnn3-c2ccc(Cl)cc2)CC1 | 10% | ? | -9% | -5% | -5% | 1% | -2% | -6%
O=C(CSc1nnnn1C1CCCC1)Nc1ccccc1N1CCOCC1 | 2% | ? | i | 0% | -11% | 6% | 4% | 2%

Some values from the entries so far:
CC(=O)Nc1ccc(NC(=O)C2CC(=O)Nc3nc4ccccc4n32)cc1 (stereo unspecified) – GAA glycogen mod: 3%
Cc1cc(C)c2oc(C(=O)NCCc3ccc(S(N)(=O)=O)cc3)cc(=O)c2c1 – GAA glycogen mod: 1%

Some of these compounds in order of molecular weight, rising:
SMILES | RGS12 GoLoco inh | GAA inhib | RECQ1 inh | TR SRC2 fluor cs | GAA glycogen mod | TRb SRC2 PPI | L3MBTL1 block | GAA spleen mod
CC(=O)Nc1ccc(OCC(O)Cn2nc(C)nc2C)cc1 (stereo unspecified) | 6% | -3% | -1% | 0% | 7% | -7% | 4% | 3%
CC(=O)Nc1ccc(OCC(O)Cn2c(CO)nc3ccccc32)cc1 (stereo unspecified) | 5% | -2% | -2% | 0% | 3% | -10% | 12% | .
COc1cccc(C2=NOC(C(=O)Nc3cccnc3Cl)C2)c1OC (stereo unspecified) | -1% | 0% | 3% | -2% | 2% | -8% | . | 7%
CC1(C)CC(=O)C(C2c3ccccc3S(=O)(=O)c3ccccc32)C(=O)C1 | 3% | 6% | 18% | 1% | 7% | -5% | -5% | 1%

Next section
SMILES | RGS12 GoLoco inh | GAA inhib | RECQ1 inh | TR SRC2 fluor cs | GAA glycogen mod | TRb SRC2 PPI | L3MBTL1 block | GAA spleen mod
COc1ccc(N(CC(=O)NCc2ccc3c(c2)OCO3)S(C)(=O)=O)cc1OC | -4% | -2% | -11% | 0% | 7% | 4% | . | -4%
Nc1nc(Cl)c2ncn(C3OC(CO)C(O)C3O)c2n1 (stereo unspecified) | -1% | . | -7% | 2% | . | 1% | 4% | 8%
COc1cc(C(NC=O)C(=O)Nc2c(C)cccc2C)ccc1O (stereo unspecified) | 2% | 0%[15.4 µM] | -6% | 0% | -8% | 1% | 9% | -6%
CSCC[C@H](NC(=O)OC(C)(C)C)C(=O)N/N=C/c1ccc2nccnc2c1 | 2% | -17% | -2% | -3% | 0% | -7% | -6% | -4%
N#Cc1ccc(Oc2cccnc2)cc1C#N | -9% | -12% | -2% | -3% | 1% | 0% | 3% | -2%
COC(C(=O)Nc1ccc(F)cc1F)c1ccccc1 (stereo unspecified) | 7% | -23% | i | 1% | 2% | 9% | . | -7%
O=C(c1cccc(C(F)(F)F)c1)N1CCC(O)(CS(=O)(=O)Cc2ccccc2Cl)CC1 | -8% | -1% | -12% | 0% | 2% | 4% | 4% | -4%
COC(=O)c1ccc(C(=O)OC)c(NC(=O)COC(=O)C2CC2C)c1 (stereo unspecified) | -6% | -1% | -4% | -1% | 5% | 3% | . | -6%
Cc1ccc(NC(=S)N2CCCCCC2)cc1 | 2% | -8%[15.4 µM] | i | -2% | 9% | -3% | 13% | 0%
O=C(COc1ccc(-n2cnnn2)cc1)NC1CCCCC1 | 10% | 1% | i | -3% | -12% | -3% | -6% | 3%
CC(C)C(=O)Nc1ccccc1N1CCN(S(C)(=O)=O)CC1 | -1% | 8% | 3% | 0% | 1% | 6% | -7% | -3%
CSc1ccccc1NC(=O)CN(C)CC(=O)Nc1ccccc1F | 13% | -4% | 2% | 1% | -4% | -2% | 4% | -8%
CSc1nnc(C)c(/C=C/NOCc2ccc(Cl)cc2)n1 | 79%[activator] | 0% | i | 5% | 14% | 9% | -1% | 7%
Cc1c(N2C(=O)C(=O)/C(=C(/O)c3ccccc3)C2c2ccc(F)cc2)c(=O)n(-c2ccccc2)n1C (stereo unspecified) | -2% | -8% | 4% | -3% | -7% | -8% | 0% | -1%
Cc1cc[n+](CC(=O)Nc2nc3ccccc3s2)cc1 | 9% | 9% | i | -1% | 11% | -5% | 6% | 2%
CCNS(=O)(=O)c1c(C)cc(C)c(N(C)S(=O)(=O)c2ccccc2)c1C | 4% | -5% | -5% | 0% | 0% | -4% | . | 1%
Cn1cc([N+](=O)[O-])c(C(=O)Nc2ccn(C34CC5CC(CC(C5)C3)C4)n2)n1 | -1% | 0% | -9% | -2% | 12% | 1% | -3% | -4%
Cc1ccnc(NC(=O)c2c(-c3ccccc3Cl)noc2C)c1 | 14% | 2% | 2% | -4% | 11% | -5% | -7% | -2%
COc1ccc(OCc2cccc(C(=O)O)c2)cc1 | -2% | 2% | -2% | -1% | 0% | 3% | -13% | -7%
CC(C(=O)O)n1c(-c2ccn[nH]2)n[nH]c1=S (stereo unspecified) | 12% | -7% | 0% | -4% | 3% | -6% | 0% | -6%
Cc1sc2ccccc2[n+]1CCC(C)S(=O)(=O)[O-] (stereo unspecified) | 8% | -6% | -5% | -3% | -6% | -1% | -1% | -2%
O=C(Cn1c(=O)oc2ccccc21)Nc1ccc(S(=O)(=O)N2CCCCC2)cc1 | 2% | -1% | i | 1% | 1% | -3% | 14% | -5%
O=C(C(Cc1ccccc1)N1C(=O)C2C3C=CC(C3)C2C1=O)N1CCCCCC1 (stereo unspecified) | 6% | -1% | 4% | 1% | 3% | 6% | . | -6%
O=C(COc1ccc2c(C(F)(F)F)cc(=O)oc2c1)Nc1ccc2c(c1)OCCO2 | -6% | -13% | i | 0% | 7% | -22% | . | 1%
O=[N+]([O-])c1cccc(OCc2cn3cccnc3n2)c1 | 7% | -3% | -7% | -1% | 1% | 1% | . | 2%
CCOC(=O)C1(CCc2ccccc2)CCN(C(=O)C2=C(C)OCCO2)CC1 | -7% | -9% | 0% | 1% | 9% | 2% | -3% | 1%
Cc1occc1C(=O)N1CCN(c2ccc(Cl)c(Cl)c2)CC1 | -6% | 2% | i | -1% | -12% | -3% | -6% | -3%
O=C(CSc1nnc(-c2ccccc2Cl)n1Cc1ccco1)Nc1ccc2c(c1)OCCO2 | -11% | -13% | -15% | 0% | 6% | -30% | -17% | 4%
CC1(C)C(=O)Nc2ccccc2N1C(=O)CSc1nnc2c(Cl)cc(Cl)cn12 | 13% | 0% | i | -1% | -10% | -2% | 4% | -7%
CC(C)Cc1cc(C(=O)N2CCC(N3CCC(C(=O)N4CCCC4)CC3)CC2)n[nH]1 | 30%[activator] | -6%[15.4 µM] | -1% | 0% | 5% | 6% | 6% | -4%
